SRC1 inh – SRC1 coactivator transcriptional activity inhibitors, primary screen, cell-based, luminescence; Nuclear receptor coactivator 1 (Homo sapiens), Q15788; HEK293 GAL4-SRC1 luciferase reporter; inhibition, % at 3.6 µM; 360,000 compounds, 0.12% hits;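 active means inhibition above the campaign mean plus 3 SD, with each screening campaign given its own cutoff, cut at about 60% in these data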;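 further: 0% = DMSO treated cells and 100% = gossypol at 36 µM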
NCOA3 inh – SRC3 coactivator transcriptional activity inhibitors, primary screen, cell-based, luminescence; Nuclear receptor coactivator 3 (Homo sapiens), Q9Y6Q9; HEK293 GAL4-SRC3 luciferase reporter; inhibition, % at 3.6 µM; 360,000 compounds, 0.17% hits; AID 588352, 2011;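 active means inhibition above a per-campaign cutoff, the mean of all compounds plus 3 SD, cut at about 60% in these data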;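 further: 0% = DMSO-treated cells and 100% = gossypol-treated cells at 36 µM; higher means less SRC3-driven luciferase light from the GAL4 reporter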
KKLEB tox – cytotoxicity in KKLEB CF airway cells, primary screen, cytotoxicity control for CF NF-kB inhibitor project, cell-based, uHTS, fluorescence assay plates; 360,000 compounds, 0.36% hits; AID 602141, 2011; activity change (cytotoxicity), % at 5 µM; KKLEB CF airway cells viability, ATPlite luminescence, overnight; hits give low values; cells stimulated with P. aeruginosa culture filtrate;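 active means corrected activity change at or below -50% at 5 µM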
TRAIL sens C8 – viability loss with TRAIL in NB7+C8 cells, primary screen, TRAIL sensitizer project, cell-based, ATPlite luminescence; inhibition (viability loss, TRAIL sensitization), % at 10 µM; 360,000 compounds, 1% hits;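 active means compounds causing at least 50% loss of cell viability in the single-dose screen, relative to plate controls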
COUP-TFII inh – NR2F2 transcriptional activity inhibitors, primary screen, cell-based, luciferase reporter, HEK293T, luminescence; AID 686940, 2013; HEK293T NGFI-A luciferase reporter; COUP transcription factor 2 (Homo sapiens), P24468; 370,000 compounds, 0.7% hits; inhibition, % at 8.6 µM;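 active means inhibition above a per-plate cutoff, mean inhibition of test wells between control levels plus 3 SD, cut at about 38% in these data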;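 further: cells cotransfected with COUP-TFII expression vector driving the NGFI-A reporter; 0% = median of COUP-TF2 test wells and 100% = reporter-only cells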
Target sequence (P24468 whole entry, looked up): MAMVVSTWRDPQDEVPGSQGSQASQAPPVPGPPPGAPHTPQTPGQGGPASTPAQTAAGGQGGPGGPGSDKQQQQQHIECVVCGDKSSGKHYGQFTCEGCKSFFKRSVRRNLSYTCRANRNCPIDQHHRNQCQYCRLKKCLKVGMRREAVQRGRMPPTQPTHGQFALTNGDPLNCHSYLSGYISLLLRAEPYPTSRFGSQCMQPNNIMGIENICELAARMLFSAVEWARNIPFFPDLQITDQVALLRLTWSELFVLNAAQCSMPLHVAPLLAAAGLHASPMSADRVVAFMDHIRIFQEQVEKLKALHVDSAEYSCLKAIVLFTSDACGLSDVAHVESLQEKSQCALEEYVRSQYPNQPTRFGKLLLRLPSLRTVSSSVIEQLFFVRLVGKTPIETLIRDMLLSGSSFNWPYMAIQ
TROY NFkB inh – inhibitors of TROY-driven NF-kB signaling, primary screen, Q293 LMP1-TROYcd cells, NF-kB luciferase, uHTS; Q293 LMP1-TROYcd NF-kB luciferase reporter, 4 h; 360,000 compounds, 0.98% hits; inhibition, % at 10 µM;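 active means compounds whose plate-normalised and pattern-corrected inhibition of the luciferase reporter signal at the single screening dose is 50% or more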
Shn3 3UTR inh – reduction of Shn3 3'UTR firefly luciferase signal, primary screen, Schnurri-3 inhibitor project, cell-based, Clone20 osteoblasts, set 2; Clone20 osteoblast Shn3 3'UTR firefly luciferase, 24 h; inhibition, % at 12.5 µM; 360,000 compounds, 0.52% hits;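 active means mean inhibition of at least 75% with every replicate also reaching 75%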;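 further: 0% = median of neutral control wells and 100% = pilot-screen positive control compound; some compounds past the cut are filed as inactive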
TWEAK Fn14 block – inhibitors of TWEAK-Fn14 signaling, primary screen, luciferase reporter cells, uHTS; TWEAK-stimulated Fn14 reporter cells, luciferase luminescence, 8 h; inhibition, % at 10 µM; 360,000 compounds, 2% hits; AID 1159606, 2016; in the data active means inhibition above about 50%
LMP1 NFkB inh – EBV LMP1-driven NF-kappaB luciferase reporter inhibitors, primary screen, cell-based, luminescence, single point; LMP1-induced NF-kappaB luciferase reporter cells; inhibition, % at 12.5 µM; 350,000 compounds, 0.69% hits; in the data active means inhibition above about 41%;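 further: 0% = neutral control wells and 100% = reference inhibitor control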
LRH-1 inv ag – LRH-1 (NR5A2) inverse agonists, primary screen, cell-based, luminescence, HEK293T, StAR-luciferase reporter; Nuclear receptor subfamily 5 group A member 2 (Homo sapiens), O00482; LRH-1 transfected, 24 h; inhibition, % at 3.6 µM; 360,000 compounds, 0.13% hits; AID 602396, 2012;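 active means inhibition above the mean inhibition of all tested compounds plus 3 SD, cut at about 73% in these data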;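 further: 0% = DMSO wells and 100% = reporter-only cells lacking LRH-1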
Target sequence (O00482 whole entry, looked up): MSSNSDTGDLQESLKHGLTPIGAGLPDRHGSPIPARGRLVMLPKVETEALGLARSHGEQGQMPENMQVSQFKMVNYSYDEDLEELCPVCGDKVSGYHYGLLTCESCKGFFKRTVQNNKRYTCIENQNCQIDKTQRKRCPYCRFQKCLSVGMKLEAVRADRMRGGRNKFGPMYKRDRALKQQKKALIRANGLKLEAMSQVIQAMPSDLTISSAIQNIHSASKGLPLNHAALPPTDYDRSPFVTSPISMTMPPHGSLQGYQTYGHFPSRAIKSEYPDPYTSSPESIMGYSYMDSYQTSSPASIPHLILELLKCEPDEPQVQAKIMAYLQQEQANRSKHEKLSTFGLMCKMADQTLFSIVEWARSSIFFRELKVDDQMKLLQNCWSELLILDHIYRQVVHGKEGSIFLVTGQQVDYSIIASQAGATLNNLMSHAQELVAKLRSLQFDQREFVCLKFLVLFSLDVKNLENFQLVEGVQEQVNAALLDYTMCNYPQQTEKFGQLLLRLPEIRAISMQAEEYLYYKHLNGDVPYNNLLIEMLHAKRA
CF NFkB block – inhibitors of PAF-induced NF-kB signaling, primary screen, cell-based, GFP fluorescence, uHTS; KKLEB NF-kB-GFP reporter, GFP fluorescence overnight; inhibition, % at 5 µM; 360,000 compounds, 0.86% hits;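 active means at least 50% inhibition at 5 µM, scaled per plate between neutral and stimulator controls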;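 further: PAF is a Pseudomonas aeruginosa culture filtrate used as stimulus; plate controls were PAF-stimulated DMSO wells for no effect and unstimulated DMSO wells for full effect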
Numbers without * were called inactive; . = no result given. These rows are one share of the data; the hit share may differ from the screen's.

Start of the listing, in advance:
canonical_smiles | SRC1 inh | NCOA3 inh | KKLEB tox | TRAIL sens C8 | COUP-TFII inh | TROY NFkB inh | Shn3 3UTR inh | TWEAK Fn14 block | LMP1 NFkB inh | LRH-1 inv ag | CF NFkB block
Cc1cc(NC(=O)c2nn(C)c(C)c2[N+](=O)[O-])no1 | -1 | 6 | 2 | 25 | 3 | -3 | -21 | 20 | 8 | -7 | -2
CCCCC(=O)Nc1ccc(N2CCN(C(=O)c3ccco3)CC2)cc1 | -4 | 3 | -2 | -10 | -3 | -21 | -10 | 3 | . | 7 | 11
Cc1cc(C)c2c(c1)NC(=O)C2(O)CC(=O)c1cccs1 (stereo unspecified) | 2 | 10 | 7 | -1 | 9 | 8 | 3 | 0 | -4 | 19 | -14
Cc1cc(C)n(-c2ccc(N3CCOCC3)nn2)n1 | -19 | -24 | -7 | 1 | 1 | -22 | -8 | -10 | -6 | -8 | 0
Cc1ccsc1/C=N/Nc1nc2ccccc2s1 | -122 | -110 | -13 | 25 | -36 | 0 | -74 | 40 | -44 | -140 | -6

All compounds of this part, from the start:
canonical_smiles | SRC1 inh | NCOA3 inh | KKLEB tox | TRAIL sens C8 | COUP-TFII inh | TROY NFkB inh | Shn3 3UTR inh | TWEAK Fn14 block | LMP1 NFkB inh | LRH-1 inv ag | CF NFkB block
Cc1cc(NC(=O)c2nn(C)c(C)c2[N+](=O)[O-])no1 | -1 | 6 | 2 | 25 | 3 | -3 | -21 | 20 | 8 | -7 | -2
CCCCC(=O)Nc1ccc(N2CCN(C(=O)c3ccco3)CC2)cc1 | -4 | 3 | -2 | -10 | -3 | -21 | -10 | 3 | . | 7 | 11
Cc1cc(C)c2c(c1)NC(=O)C2(O)CC(=O)c1cccs1 (stereo unspecified) | 2 | 10 | 7 | -1 | 9 | 8 | 3 | 0 | -4 | 19 | -14
Cc1cc(C)n(-c2ccc(N3CCOCC3)nn2)n1 | -19 | -24 | -7 | 1 | 1 | -22 | -8 | -10 | -6 | -8 | 0
Cc1ccsc1/C=N/Nc1nc2ccccc2s1 | -122 | -110 | -13 | 25 | -36 | 0 | -74 | 40 | -44 | -140 | -6
Cc1ccc(S(=O)(=O)Nc2nnc(C(C)(C)C)s2)cc1 | 8 | 8 | 18 | 25 | 13 | 8 | -1 | -3 | 0 | -4 | -12
CSc1ccc(CNC(=O)c2ccc(NC(=O)C3=CSCCO3)cc2)cc1 | -14 | -6 | -31 | -9 | 4 | -14 | -28 | -18 | -16 | -2 | 6
Cc1c(C(=O)c2ccc([N+](=O)[O-])cc2)c(=O)n(C)c(=O)n1C | 3 | -4 | -7 | -1 | -5 | -8 | 12 | -16 | -5 | -6 | -10
CCC1CCCCN1C(=S)NC1CCCCC1 (stereo unspecified) | 0 | 20 | 8 | -5 | 0 | 8 | 19 | -18 | -3 | 7 | -8
CN(c1ccccc1)S(=O)(=O)c1cccc(C(=O)N2CCCCCC2)c1 | -3 | 3 | -16 | -8 | 8 | -3 | 1 | 5 | 8 | 5 | 18
COC(=O)c1ccsc1NC(=O)CCS(=O)(=O)c1ccccc1 | -11 | -32 | 3 | 30 | 17 | -10 | 6 | -2 | -7 | -3 | -21
O=C(CN(c1ccc(Cl)c(C(F)(F)F)c1)S(=O)(=O)c1ccccc1)N1CCOCC1 | 4 | 2 | 9 | -6 | 9 | -19 | 3 | 0 | -7 | -18 | -14
CSc1cccc(CNC(=O)C2CCC(=O)N(CCc3ccccn3)C2)c1 (stereo unspecified) | -5 | 8 | 24 | -14 | 13 | 8 | 0 | 4 | 3 | 7 | -42
Cc1ccccc1C(=O)NCC(=O)NC1CC1 | -6 | 13 | -1 | 4 | -12 | 3 | 5 | -1 | -3 | -35 | 17
CC(C)(C)c1ccc(C(=O)N2CCCC2c2cccs2)cc1 (stereo unspecified) | 4 | 13 | -2 | -1 | 5 | -22 | 11 | -34 | -3 | -6 | 2
CCCCn1c(NS(=O)(=O)c2ccc(C)cc2)c(S(=O)(=O)c2ccccc2)c2nc3ccccc3nc21 | 10 | 15 | -16 | 78* | 25 | 64* | -22 | 47 | 1 | 27 | 43
CC(C)(C)C1CCSC2=NCCC[C@]2(c2ccccc2)C1 (stereo partly specified) | . | . | . | -9 | 6 | -8 | . | 8 | . | -14 | .
CCOc1cccc(C(=O)NNC(=O)CCC(=O)O)c1 | 3 | -13 | -9 | -10 | 8 | 0 | 26 | 25 | 3 | 13 | 8
Cc1ccc2nc(SCC(=O)Nc3ccc4c(c3)OCCO4)[nH]c2c1 | -29 | 10 | 3 | 11 | -5 | 1 | 36 | 9 | -4 | 10 | -7
COc1ccc(C(CC(=O)N2CCCCC2)c2c(O)cc(OC)cc2OC)cc1 (stereo unspecified) | -6 | -11 | -5 | -1 | 5 | 4 | 5 | -3 | 11 | -13 | -6
O=C(NCC(=O)N(CC1CCCO1)C(C(=O)NC1CCCC1)c1ccc(F)cc1)c1ccco1 (stereo unspecified) | 7 | 15 | -8 | 7 | -18 | 6 | -22 | 5 | 4 | -9 | 14
O=S1(=O)N=C(Nc2ccc(O)cc2)c2ccccc21 | 4 | 19 | 9 | -2 | -5 | -8 | 7 | 4 | -9 | -19 | -32
Cc1ccc(Oc2ccc(NC(=O)c3ccco3)cc2)cc1 | -35 | -44 | -1 | -7 | -14 | -25 | -30 | -25 | 0 | -25 | -24
COc1ccc(CC(=O)Nc2ccccc2N2CCCC2)cc1OC | 7 | 10 | 5 | -7 | -9 | -6 | -2 | -4 | 5 | 5 | -20
CCCCCCCCCCCCCCCC[n+]1ccc(/C=N/O)cc1 | -8 | 17 | -16 | 18 | 38* | 42 | 58 | 40 | 5 | -2 | 28
COc1ccccc1CNC(=O)C(=O)NCCC1CCCCN1S(=O)(=O)c1cccs1 (stereo unspecified) | -10 | 5 | 10 | 7 | -14 | -11 | 2 | -11 | 4 | 9 | -14
O=C(Nc1ccc2c(c1)OCO2)c1cc(C2CCCCN2S(=O)(=O)c2cccs2)on1 (stereo unspecified) | -4 | -26 | -6 | 21 | 7 | -14 | 14 | -13 | . | -22 | 13
CCCCNC(=O)C1(C)CCN1C(=O)c1ccc(C(F)(F)F)nc1C (stereo unspecified) | -15 | -12 | 5 | 3 | -5 | -4 | -1 | -2 | . | 9 | -6
Nc1nnc(-c2cccc(F)c2)s1 | -6 | -5 | 12 | -22 | -2 | -29 | 15 | -19 | 2 | -3 | -13
Cc1ccc(SCC(=O)NNC(=O)C2CCCCC2)cc1 | -6 | -9 | 16 | -2 | 9 | 8 | -9 | -16 | 1 | 7 | 10
O=C(CC(=O)NCc1cccnc1)NCc1cccnc1 | -31 | 10 | 2 | 9 | -3 | -2 | 7 | 5 | 0 | -2 | 6
CCOc1ccc(NC(=O)CN(C)C(=O)c2cc(S(=O)(=O)N3CCCCCC3)ccc2OC)cc1OCC | -25 | 9 | 4 | -23 | 1 | -9 | -13 | 1 | -9 | -25 | 19
O=C(NCCc1ccccc1F)C1CCC(=O)N(Cc2ccccc2F)C1 (stereo unspecified) | -16 | 4 | 11 | -14 | -3 | -14 | -5 | 4 | -5 | -9 | 9
CC(=O)Nc1ccc2c(c1)nc(C)n2-c1ccccc1 | -16 | -14 | -11 | 9 | 2 | -8 | -27 | -10 | -7 | 3 | 4
O=C(CCl)N1c2ccccc2Oc2ccc3ccccc3c21 | -26 | -61 | -6 | 27 | -12 | 73* | 11 | 69* | -8 | -26 | 40
CC(Sc1nnc(CN2CCCC2)n1Cc1ccccc1)C(=O)Nc1ccc(F)c(F)c1F (stereo unspecified) | 5 | 17 | -2 | 21 | 1 | -11 | 3 | -5 | 0 | -6 | 17
CC(=O)N(c1ccc(C)cc1)S(=O)(=O)c1ccc(Cl)cc1 | -13 | 20 | 6 | -2 | 4 | 8 | -4 | 10 | -1 | 17 | -1
CC1CCCC(NC(=O)COC(=O)CCC(=O)c2cccs2)C1C (stereo unspecified) | 4 | -4 | 2 | 3 | 23 | -14 | -7 | -2 | 57* | -10 | -7
Cc1cnc(C(=O)Oc2cccc(Cl)c2Cl)cn1 | 8 | 14 | 15 | -7 | -14 | -13 | -5 | 17 | 3 | 10 | -14
COc1cc(OC)c(OC)cc1CN1CCSCC1 | 2 | -15 | 14 | -11 | -20 | -7 | 11 | -1 | -2 | -15 | -15

Remaining list, next part
molecule	SRC1 inh	NCOA3 inh	KKLEB tox	TRAIL sens C8	COUP-TFII inh	TROY NFkB inh	Shn3 3UTR inh	TWEAK Fn14 block	LMP1 NFkB inh	LRH-1 inv ag	CF NFkB block
COC(=O)c1c(C(=O)OC)c2cc(C)ccn2c1Cl	11	10	-3	-5	-7	-4	4	-8	-1	-3	1
COc1cc(NC(=S)NC(=O)c2c(OC)cccc2OC)ccc1NC(=O)c1cccs1	-15	4	2	8	14	-11	20	4	13	19	4
O=C(NCc1cccs1)C1CCCN1C(=O)Nc1ccc(F)cc1 (stereo unspecified)	3	-6	5	-13	3	11	8	26	-5	8	6
COc1ccc2cc(C)c3nnc(SCC(=O)Nc4cc(OC)c(OC)cc4C(=O)O)n3c2c1	-5	1	1	2	2	19	16	-7	-3	3	16

Assay outcomes from PubChem.
